hcDAF-12 act = H. contortus DAF-12 activation, primary screen. activation, % at 6.8 µM. hit rate 1.4% among 370,000. HEK293 hcDAF-12 lit1-tk-luc reporter, luminescence; 0% DMSO, 100% Δ7-dafachronic acid. AID 652067;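 active means activation above the mean of all tested compounds plus 3 SD, cut at about 5.5% in these data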;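 further: 100% = response to 3 µM Δ7-dafachronic acid high control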
NPR2 activator = GC-B (human) receptor activation. hit rate 0.11% among 370,000. AID 1920062. P20594. HEK293-GC-B cells, CNP EC30, cGMP TR-FRET; 0% at EC30 CNP, 100% saturating CNP. activation, % at 10 µM;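 active means activation at 10 µM reaching about 35% in either raw or pattern-adjusted values, limit read from the data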
hgDAF12 agonist = activates the H. glycines DAF-12 receptor ligand-binding domain; HEK293 GAL4-hgDAF12 UAS-luciferase reporter, agonist luminescence; normalized to butyrate control; activation, % at 6.8 µM; hit rate 1.8% among 370,000;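 active means activation above a cutoff set at the mean of all screened compounds plus 3 SD, cut at about 10% in these data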;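 further: 0% = DMSO wells and 100% = sodium butyrate wells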
GC-A act = GC-A (human) enzyme activation. hit rate 0.14% among 370,000. P16066. activation, % at 10 µM. HEK293 GC-A cells, cGMP TR-FRET, EC30 ANP; 0% at EC30 ANP, 100% saturating ANP; in the data active means activation above about 40%
ADAM10 inh = inhibits human ADAM10. O14672. recombinant ADAM10, EDANS/DABCYL FRET peptide cleavage, 3 h. inhibition, % at 7 µM. hit rate 0.62% among 370,000. AID 720582;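 active means inhibition above a per-campaign cutoff equal to the mean of compounds falling between control-based bounds plus 3 SD, cut at about 20% in these data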;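 further: 0% = DMSO wells while the 100% control is not disclosed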
Target sequence (O14672 214-748 limits assumed): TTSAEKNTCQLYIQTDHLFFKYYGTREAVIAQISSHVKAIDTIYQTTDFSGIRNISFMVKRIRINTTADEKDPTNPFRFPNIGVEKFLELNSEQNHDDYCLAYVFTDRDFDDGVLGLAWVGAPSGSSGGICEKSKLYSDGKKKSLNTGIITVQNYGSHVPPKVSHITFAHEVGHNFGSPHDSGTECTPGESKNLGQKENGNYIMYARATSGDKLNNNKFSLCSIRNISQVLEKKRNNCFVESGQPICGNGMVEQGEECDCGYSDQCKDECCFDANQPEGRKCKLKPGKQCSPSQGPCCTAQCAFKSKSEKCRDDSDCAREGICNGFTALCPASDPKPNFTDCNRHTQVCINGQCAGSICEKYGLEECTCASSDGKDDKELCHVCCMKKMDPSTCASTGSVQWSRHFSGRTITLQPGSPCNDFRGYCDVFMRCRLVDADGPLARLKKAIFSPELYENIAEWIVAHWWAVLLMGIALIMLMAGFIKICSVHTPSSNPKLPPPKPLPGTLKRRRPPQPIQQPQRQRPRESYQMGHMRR
DAX1 inh-1 = blocks DAX1 repression of SF-1 activated StAR promoter. AID 652010. inhibition, % at 6.8 µM. hit rate 1.1% among 370,000. HEK293T StAR-luciferase reporter, SF-1/DAX-1 repression relief;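 active means inhibition above the mean over all tested compounds plus 3 SD, cut at about 3.6% in these data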;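 further: 0% = DAX-1 cells with DMSO and 100% = cells lacking DAX-1 with DMSO; higher inhibition means more luminescence from relief of DAX-1 repression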
HGIII-sPLA2 inh = Blocks human group III sPLA2 activity | Q9NZ20 | AID 743126 | hit rate 0.56% among 370,000 | inhibition, % at 12.2 µM | QFRET BODIPY PC-A2 liposome hydrolysis, fluorescence;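 active means inhibition above mean plus 3 SD of compounds lying within the high and low control bounds, cut at about 19% in these data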;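 further: 0% = median of test compound wells and 100% = no enzyme DMSO wells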
Target sequence (Q9NZ20 whole entry, looked up): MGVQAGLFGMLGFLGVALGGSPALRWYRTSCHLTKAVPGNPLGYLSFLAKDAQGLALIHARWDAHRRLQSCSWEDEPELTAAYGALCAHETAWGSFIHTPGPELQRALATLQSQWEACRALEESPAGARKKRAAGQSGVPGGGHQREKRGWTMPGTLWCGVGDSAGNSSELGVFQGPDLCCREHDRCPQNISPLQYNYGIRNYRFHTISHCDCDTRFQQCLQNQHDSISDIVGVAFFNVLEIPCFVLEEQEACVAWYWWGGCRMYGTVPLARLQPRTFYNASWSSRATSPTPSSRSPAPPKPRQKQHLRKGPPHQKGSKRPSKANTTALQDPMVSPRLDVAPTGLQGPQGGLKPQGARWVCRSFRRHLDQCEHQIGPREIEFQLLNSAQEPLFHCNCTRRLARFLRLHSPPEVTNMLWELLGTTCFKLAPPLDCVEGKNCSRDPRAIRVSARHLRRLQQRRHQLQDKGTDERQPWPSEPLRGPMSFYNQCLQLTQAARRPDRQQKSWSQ
ssDAF12 agonist = activators of S. stercoralis DAF-12 nuclear receptor; activation, % at 6.8 µM; hit rate 1% among 370,000; HEK293 ssDAF-12/GRIP1 lit1-tk-luc reporter, luminescence; % of 3 µM dafachronic acid response; AID 652126;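 active means activation above the mean over all tested compounds plus 3 SD, cut at about 0.9% in these data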;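 further: 0% = DMSO-only wells and 100% = 3 µM delta7-dafachronic acid wells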
FXN GAA850 act = increases GAA850 frataxin promoter reporter activity; activation, % at 6 µM; hit rate 0.56% among 360,000; HEK293 lucGAA850 FXN promoter luciferase reporter, 24 h; percent of 10 µM SAHA response; AID 540364;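 active means activation above the average of all compounds screened plus 3 SD, cutoff fixed separately per campaign, cut at about 7.5% in these data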;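 further: 0% = DMSO wells and 100% = 10 µM SAHA wells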
DAX1 inh-2 = NR0B1 (DAX1) inhibition; P51843; HEK293 Gal4-DAX1 luciferase reporter, luminescence; inhibition, % at 6.75 µM; hit rate 0.99% among 340,000; AID 504766;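 active means inhibition above the mean over all tested compounds plus 3 SD, cut at about 4.2% in these data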;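 further: 0% = DAX1-transfected cells with DMSO and 100% = empty-vector control cells with DMSO; inhibition shows as a rise in luminescence from relieved DAX1 repression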
SMARCA2 activ = SMARCA2 function activation, primary screen; hit rate 1% among 370,000; MG213 cells, MMTV-luciferase reporter, dexamethasone, overnight; activation, % at 9.1 µM; AID 652017; in the data active means activation above about 7.8%;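 further: 0% = vehicle wells and 100% = reference activator wells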
Numbers without * were called inactive; . = no result given. Not a hit list, and some 6.6% of all compounds hit somewhere here.

SMILES	hcDAF-12 act	NPR2 activator	hgDAF12 agonist	GC-A act	ADAM10 inh	DAX1 inh-1	HGIII-sPLA2 inh	ssDAF12 agonist	FXN GAA850 act	DAX1 inh-2	SMARCA2 activ
CC(NS(=O)(=O)c1ccc(OCC(=O)NCc2cccnc2)cc1)c1ccccc1 (configuration not stated)	-1.1	0	-0.5	1	2	-0.2	-1	-1.3	-1.3	2.6	-1
Nc1ccccc1OCCOCCOCCOc1ccccc1N	1.4	-6	0.9	0	7	-1.0	7	-0.9	-0.8	-0.9	3
Nc1cc(OC(=O)c2ccc(F)cc2)nn1S(=O)(=O)c1ccc(F)cc1	0.3	1	-2.8	27	0	-0.4	7	-0.9	-0.2	0.6	-4
CC(CCc1ccc(O)cc1)N1CCC(Oc2ccc(C(=O)N3CCCC3)cc2)CC1 (configuration not stated)	-0.9	2	0.2	-1	0	1.9	3	-0.6	0.1	0.5	-1
COc1ccc(NC(=S)Nc2ccc3cn[nH]c3c2)cc1	0.1	-7	5.2	2	-34	0.1	17	-0.8	1.6	-0.5	-2
Cc1ccc(N2C(=O)C3C4C=CC(CC4)C3C2=O)cc1[N+](=O)[O-] (configuration not stated)	-0.4	7	-1.8	-2	4	0.5	0	-1.1	0.5	-1.7	1
CCOC(=O)N1CCC(n2c(=S)[nH]c3cc(OC)c(OC)cc3c2=O)CC1	0.1	-5	-3.2	2	3	0.9	2	-1.2	-1.7	0.9	-3
N/C(CSc1ncccc1C(F)(F)F)=N\O	0.1	0	-0.1	4	-2	-0.6	5	-0.7	-1.6	1.0	-6
CCCCNC(=O)C1Cc2cc(S(=O)(=O)N3CCCCC3)ccc2N1C(C)=O (configuration not stated)	-0.7	-5	-1.6	2	3	0.7	-5	-1.7	-0.2	0.9	-1
CC(C)(C)c1ccc(CNc2cc(N3CCOCC3)ccc2[N+](=O)[O-])cc1	-0.6	-13	-3.5	-6	0	0.1	2	-1.4	4.5	-0.7	-1
Cc1cc(NC(=O)c2ccc(Cl)c([N+](=O)[O-])c2)no1	1.5	-4	-2.2	0	1	-0.1	18	-0.5	0.3	.	-7
Cn1cc(C2(c3c[nH]c4ccccc34)CCN(C(=O)OC(C)(C)C)CC2)c2ccccc21	3.8	1	2.8	-2	10	-1.7	-17	0.1	.	.	-3
O=C(O)CCC(=O)Nc1ccc(Br)cc1C(=O)c1ccc(Cl)cc1	-1.9	4	-1.5	-2	-4	0.2	5	-1.3	1.5	0.8	-6
O=C(CN1CCN(Cc2ccccc2)CC1)c1ccc(Br)cc1	0.8	9	1.2	6	6	-0.6	3	-1.6	-0.2	1.5	5
CC(=O)Nc1ccc2nc(-c3ccc(Br)o3)[nH]c2c1	2.1	5	11*	3	-37	0.8	-4	-0.5	4.0	-1.1	1
O=c1[nH]c2cc3c(cc2cc1CN(CCCO)Cc1nnnn1Cc1ccc(F)cc1)OCO3	0.9	-5	-1.2	-3	-169	0.3	-2	-1.2	2.1	0.9	0
O=C1CCCN1CCCNc1nc(NCc2ccccc2)nc2ccsc12	-1.6	-9	-0.3	-10	-20	-1.6	-3	-1.5	0.7	.	-2
COc1ccc(C2=NN(CC(=O)Nc3ccccc3C)C(=O)CC2)cc1	-0.4	-1	0.7	3	-1	-0.2	1	-1.9	2.5	-0.8	3
CC1CN(c2ccc(C(=O)c3ccccc3C(=O)O)cc2[N+](=O)[O-])CC(C)O1 (configuration not stated)	-0.9	4	-1.5	3	-5	1.8	5	-1.1	0.0	-0.1	-5
CC(C)(C)OC(=O)NCCCCCNC(=O)c1ncn(Cc2ccccc2)c1C(=O)NCCCCCNC(=O)OC(C)(C)C	-2.6	-3	0.7	-4	20*	-1.2	-9	-1.8	-0.3	2.2	-1
CC(C)CNC(=S)N1CCN(C(c2ccccc2)c2ccccc2)CC1	1.5	-6	-0.3	-6	8	-0.3	0	-1.6	2.8	1.4	0
COc1ccc(NC(=O)CC2C(=O)N(Cc3ccccc3)C(=S)N2CCN2CCOCC2)cc1 (configuration not stated)	-1.4	0	-0.2	1	7	-0.8	-43	-1.9	-1.8	-0.3	-4
COc1ccc(CC2(CO)CCN(Cc3ccc4nsnc4c3)CC2)cc1	0.3	-5	0.9	-1	7	-0.7	-9	-1.5	0.6	0.0	3
OCCN1CCN(c2ncnc3c2ncn3[C@H]2CN(Cc3cccnc3)C[C@@H](CO)O2)CC1	1.1	-3	-2.3	0	-23	0.0	17	-1.2	0.2	.	-7
CC(C)c1ccc(N2C(=O)C3C4C=CC(CC4)C3C2=O)cc1 (configuration not stated)	-0.5	1	-2.2	5	-13	0.1	12	-2.0	1.6	-1.7	-2
CC1(C)CC(=O)C=C(c2ccc(OC(F)(F)F)cc2)C1	-0.8	-3	1.3	2	-7	0.4	8	-0.7	-1.6	1.1	-1
O=C(Nc1cccc(-c2ccc(F)cc2)c1)C1CCCN(C(=O)c2cscn2)C1 (configuration not stated)	-4.0	-6	-0.9	0	6	-3.1	-1	-1.2	-0.1	-1.4	2
C#CCSc1nc(C)cc(C(=O)OCC)c1C#N	-1.5	-8	0.2	7	-10	0.6	-2	-0.6	2.0	1.7	-3
CCCNC(=O)CNC(=S)N(Cc1cc(OC)c(OC)c(OC)c1)C1CCCC1	-1.0	-4	-0.4	-3	9	-0.4	8	-1.2	-0.9	0.0	2
Cc1c(C(=O)N2CCN(S(C)(=O)=O)CC2)oc2ccccc12	0.3	4	-2.0	4	-8	-0.2	-1	-0.8	-0.8	-0.6	-2
CN(C)C(=O)c1ccc(NC(=O)CSc2nnc(-c3cccs3)n2N)cc1	-0.6	1	-1.6	0	-2	0.1	1	-0.4	0.9	0.5	-1
Cc1ccccc1C(=O)Nc1cccc(-c2nnc(SCC(=O)O)n2C)c1	-0.6	-1	-0.1	-3	4	-0.5	4	-1.1	0.5	0.4	2
C=CCN(C(=O)[C@@H](CCCC)[C@@H](O)c1ccc2ccccc2c1)c1ccccc1	2.3	-21	2.3	-13	15	-0.8	-1	-1.1	.	.	-2
COC(=O)c1ccc(CSc2nnnn2-c2ccccc2)o1	1.7	-5	0.1	1	-8	0.7	-1	-0.3	2.5	-0.3	1
CCOC(=O)C(Cc1ccc(O)cc1)NC(=O)CNC(=O)C(CC(C)C)NC(=O)OC(C)(C)C (configuration not stated)	-0.9	-1	0.8	0	9	0.3	-4	-1.0	1.8	1.1	-2
Clc1ccc2c(SCC3CO3)c3ccccc3nc2c1 (configuration not stated)	-0.4	14	-2.6	20	-393	-0.9	-5	-1.0	1.8	0.3	-2
Cn1cccc1/C=N/NC(=O)Cn1cnc2ccccc21	-0.6	2	3.5	-2	-8	0.2	8	-1.5	1.0	0.0	-2
Cc1ccc(Cl)cc1N1CCN(S(=O)(=O)c2ccc3c(c2)OCCO3)CC1	-1.1	8	-1.5	0	2	0.6	-6	-0.6	1.3	0.1	-4
CCOC(=O)c1cn(C2CC2)c2c(F)c(F)c(F)cc2c1=O	-1.3	0	-3.5	0	-5	0.0	5	-1.8	-2.2	-0.7	-3
Nc1ncc2[nH]c(N)nc2n1	0.8	-3	2.3	2	-67	0.6	3	-0.4	-0.3	2.2	-1
O=C(/C=C/c1ccccc1Cl)NNC(=O)c1ccncc1	-1.1	3	2.0	4	-2	-0.8	3	-0.6	1.6	-0.7	0
Cc1cccc(N2CCN(C(=S)Nc3ccc4nc(N5CCOCC5)cc(C)c4c3)CC2C)c1 (configuration not stated)	-0.2	3	-0.9	18	-389	0.0	14	-0.7	-1.8	-1.6	-5
c1ccc(-c2cnnc(-c3ccccn3)n2)cc1	7.1*	-2	5.1	0	4	2.0	3	-0.9	1.9	1.7	3
Cc1cc(/C(N)=N/OC(=O)c2cccc(Cl)c2)no1	7.1*	-3	5.7	-2	-6	0.7	-5	1.5*	1.9	.	13*
O=c1[nH]c2ccccc2cc1CN(CC1CCCO1)S(=O)(=O)c1ccc(Cl)cc1 (configuration not stated)	-2.0	-4	-0.2	-1	-27	-0.7	-3	-1.2	0.0	-1.7	0
CCCNS(=O)(=O)c1cccn1-c1ncc(C(F)(F)F)cc1Cl	-0.4	-2	0.1	-1	-12	-1.1	4	-1.8	2.9	0.7	-3
CCC(Oc1ccccc1)C(=O)Nc1ccccc1N1CCCC1 (configuration not stated)	-1.6	-8	-0.8	-12	0	-0.6	4	-0.8	-1.0	0.2	4
COc1ccc2nc(Nc3sc4c(c3C(N)=O)CCCC4)sc2c1	6.4*	-3	3.5	11	-10	0.5	17	0.2	-2.7	0.7	5

Overlap with the part before: three compounds, then new ones.
SMILES	hcDAF-12 act	NPR2 activator	hgDAF12 agonist	GC-A act	ADAM10 inh	DAX1 inh-1	HGIII-sPLA2 inh	ssDAF12 agonist	FXN GAA850 act	DAX1 inh-2	SMARCA2 activ
CCCNS(=O)(=O)c1cccn1-c1ncc(C(F)(F)F)cc1Cl	-0.4	-2	0.1	-1	-12	-1.1	4	-1.8	2.9	0.7	-3
CCC(Oc1ccccc1)C(=O)Nc1ccccc1N1CCCC1 (configuration not stated)	-1.6	-8	-0.8	-12	0	-0.6	4	-0.8	-1.0	0.2	4
COc1ccc2nc(Nc3sc4c(c3C(N)=O)CCCC4)sc2c1	6.4*	-3	3.5	11	-10	0.5	17	0.2	-2.7	0.7	5
O=C(Nc1ccc2ccccc2c1)OC1CCS(=O)(=O)C1 (configuration not stated)	3.8	-8	6.5	-2	2	2.7	-1	2.1*	.	.	1
CSc1cccc(-n2ccc(=O)c(C)c2C)c1	-1.3	3	1.2	-2	-2	0.2	7	-0.8	1.1	0.8	-3
N#C/C(=C\c1ccc(OCc2ccc(C(=O)O)cc2)cc1)C(=O)N1CCOCC1	14*	3	19*	0	-1	3.5	3	1.6*	5.0	-6.2	10*
Cn1c(CSc2nc3ccccc3n2C)nc2ccccc21	0.3	-12	-2.4	-3	-35	-0.1	0	-1.3	1.9	-0.1	3
COc1ccc(NC(=O)c2ccc(S(=O)(=O)N(C)c3ccccc3)cc2)cc1S(=O)(=O)N1CCOCC1	-2.1	7	-5.0	0	-2	-2.0	-11	-1.5	-0.3	-1.1	-4
N#C/C(=C/c1cccc([N+](=O)[O-])c1)C(=O)Nc1ccccc1O	2.5	-12	0.9	-34	3	0.0	-39	-1.1	4.1	3.9	0
COc1ccc2ccccc2c1CNC(C)CCc1ccccc1 (configuration not stated)	-0.4	-18	-3.1	-39	4	-0.3	-3	-1.7	-0.1	-1.2	-3
CC(C)(C)c1ccc(C(=O)Nc2ccc([N+](=O)[O-])cn2)cc1	3.8	-3	8.0	3	8	1.6	1	-0.3	3.7	-0.1	2

Bioassay records as filed in PubChem.
